Screening data (PubChem BioAssay)
cardiac RTF act: cardiac RTF calcium sensitization; P19429+P45379; IANBD-labeled TnC RTF fluorescence at EC20 calcium; 0% EC20 calcium, 100% full calcium; activation, % at 7.2 µM; 340,000 tested, 0.24% active;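 active = activation above the mean over all tested compounds plus 3 SD, cut at about 30% in these data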;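 note: rise in fluorescence read as greater calcium sensitivity of cardiac thin filaments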
CAL PDZ FP: blocks peptide binding to the human CAL PDZ domain. AID 602252. 300,000 tested, 0.92% active. Q9HD26. purified CAL PDZ, TMR-peptide fluorescence polarization, 1 h. inhibition, % at 24.9 µM;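 active = mean inhibition of at least 30% with at least half of replicates also reaching 30%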;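 note: 0% = DMSO neutral control and 100% = excess unlabeled competitor peptide PRC23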
V-ATPase pH: regulators of yeast V-ATPase proton transport; S. cerevisiae, pHLuorin cytosolic pH fluorescence; response, % at 10 µM; 350,000 tested, 0.37% active; AID 504577; in the data active = response mostly above about 7.3%, no sharp cut-off; inactive = mostly below about 5.4%; note: actives read high; inactives centre near 0; some compounds called inactive have numbers as strong as hits; reference of the scale not given here
MOR-DOR inv ag: mu-delta opioid heterodimer inverse agonism. AID 504357. P35372+P41143. inhibition, % at 9.3 µM. cell-based MOR-DOR heterodimer luminescence. 340,000 tested, 0.21% active; in the data active = inhibition above about 22%, passing the limit was not always enough;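 note: 0% = cells with DMSO and 100% = wells without cells with DMSO; values of inactives mirror those of a sister screen read the other way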
Target sequence (P35372 whole entry, looked up): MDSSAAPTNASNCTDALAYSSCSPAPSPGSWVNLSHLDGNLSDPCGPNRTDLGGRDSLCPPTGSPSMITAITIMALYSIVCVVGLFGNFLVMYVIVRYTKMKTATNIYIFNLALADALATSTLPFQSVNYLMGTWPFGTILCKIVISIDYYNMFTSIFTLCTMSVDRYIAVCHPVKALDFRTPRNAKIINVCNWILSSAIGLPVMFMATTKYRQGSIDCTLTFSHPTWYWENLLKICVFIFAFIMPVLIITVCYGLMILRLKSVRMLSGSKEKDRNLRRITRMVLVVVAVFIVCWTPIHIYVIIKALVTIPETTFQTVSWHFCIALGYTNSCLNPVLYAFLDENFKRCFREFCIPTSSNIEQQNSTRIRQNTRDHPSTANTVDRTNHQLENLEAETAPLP
Target sequence (P41143 whole entry, looked up): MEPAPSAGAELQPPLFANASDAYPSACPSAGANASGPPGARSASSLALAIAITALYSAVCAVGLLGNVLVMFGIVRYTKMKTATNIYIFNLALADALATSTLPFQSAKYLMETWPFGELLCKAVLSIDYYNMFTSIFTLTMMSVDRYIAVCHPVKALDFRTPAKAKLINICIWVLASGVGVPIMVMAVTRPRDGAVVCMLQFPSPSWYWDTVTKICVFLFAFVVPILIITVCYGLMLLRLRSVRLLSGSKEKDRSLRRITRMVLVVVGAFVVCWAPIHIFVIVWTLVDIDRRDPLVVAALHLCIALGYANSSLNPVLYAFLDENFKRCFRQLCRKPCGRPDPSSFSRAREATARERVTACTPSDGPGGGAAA
Keap1-Nrf2 PPI: Keap1-Nrf2 (human) interaction inhibition | Keap1 Kelch-Nrf2 peptide fluorescence polarization, 1536-well | inhibition, % at 9.4 µM | AID 504523 | Q14145 | 340,000 tested, 0.15% active; in the data active = inhibition above about 12%;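 note: human Keap1 Kelch domain with fluorescein labeled Nrf2 9mer peptide probe; 0% = neutral control wells and 100% = peptide positive control; higher means more block of Keap1 binding to Nrf2 peptide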
LANA DNA inh: blocks KSHV LANA C-terminal domain binding to DNA; MBP-C-LANA/FAM-LBS DNA binding, fluorescence polarization; inhibition, % at 9 µM; 340,000 tested, 0.078% active;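 active = highest replicate inhibition at or above 60% at 9 µM, even if other replicates fall short; inactive = all replicates below 60% inhibition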;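 note: 0% = neutral control wells and 100% = 4 µM acridine orange control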
HTR5A inv ag: inverse agonist of human HTR5A in OPRM1-OPRD1 counter-screen; inhibition, % at 9.3 µM; 340,000 tested, 0.083% active; HTR5A cell line, luminescence, inverse agonism; in the data active = inhibition mostly above about 23%, no sharp cut-off; inactive = mostly below about 18%;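 note: 0% = cells with DMSO and 100% = no-cell wells with DMSO; some compounds called inactive have numbers as strong as hits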
Cardiac RTF inh: cardiac RTF calcium desensitization | 340,000 tested, 0.12% active | inhibition, % at 7.15 µM | P19429+P45379 | IANBD-labeled cardiac RTF, Ca2+ fluorescence;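 active = inhibition above the mean inhibition of all tested compounds plus 3 SD, cut at about 17% in these data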;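 note: assay run at fixed EC70 calcium of 1.6 mM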
HTR5A ag: activates human HTR5A in OPRM1-OPRD1 agonist counter-screen; activation, % at 9.3 µM; HTR5A agonist assay, luminescence, cell-based; P47898; 340,000 tested, 0.61% active; in the data active = activation mostly above about 9.5%, no sharp cut-off; inactive = mostly below about 7.6%;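 note: 0% = cells with vehicle only and 100% = reference agonist; strong numbers were not always called active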
OPRM1-OPRD1 ag: OPRM1-OPRD1 heterodimerization agonism; cells, luminescence; AID 504326; activation, % at 9.3 µM; 340,000 tested, 0.3% active; P35372+P41143; in the data active = activation above about 18%;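 note: 0% = vehicle-treated cells and 100% = reference agonist; values of inactives mirror those of a sister screen read the other way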
Numbers without * were called inactive; x = not tested or not shown.

| SMILES | cardiac RTF act | CAL PDZ FP | V-ATPase pH | MOR-DOR inv ag | Keap1-Nrf2 PPI | LANA DNA inh | HTR5A inv ag | Cardiac RTF inh | HTR5A ag | OPRM1-OPRD1 ag |
| --- | --- | --- | --- | --- | --- | --- | --- | --- | --- | --- |
| Cc1ccc(C(=O)N2CCCC(CCC(=O)N3CCN(c4ccccn4)CC3)C2)cc1C (configuration not stated) | 0 | -6 | 0 | 7 | -4 | -1.1 | 5 | 0 | 4 | -1.4 |
| Cc1ccc2[nH]c3c(c2c1)CCCC3NC(=O)CCl (configuration not stated) | 5 | -1 | 3 | 15 | 6 | -0.3 | -17 | -2 | 4 | -3.1 |
| CCOc1ccc(-n2cc(-c3ccccc3)c3c(SC(C)C(=O)OC)ncnc32)cc1 (configuration not stated) | 0 | -3 | -1 | 12 | -4 | -0.5 | -4 | -1 | 2 | -2.3 |
| CCn1cc(C(C)NC(=O)COc2ccc(Cl)cc2C)c(C)n1 (configuration not stated) | -3 | -12 | -4 | 12 | -3 | 0.8 | 1 | -1 | 4 | -2.2 |
| NC(=O)c1cc2ccccc2o/c1=N\NC(=O)c1ccncc1 | -2 | -1 | 0 | 2 | -4 | -4.5 | 5 | -2 | -2 | -0.3 |
| CCOCC(=O)Nc1nc(C)cc(C)n1 | -5 | 0 | 1 | 3 | -5 | 0.0 | -7 | 1 | 7 | -0.4 |
| COc1ccccc1C(=O)C1CCCN(C(=O)c2cnn(C(C)C)c2)C1 (configuration not stated) | -7 | x | -2 | 6 | -4 | -1.6 | 1 | -5 | -1 | -1.1 |
| C[C@H](C(=O)NCc1ccccc1)C(=O)c1ccccc1 | -1 | -2 | -7 | 16 | 1 | -0.1 | 10 | -2 | -2 | -3.0 |
| O=C(OCC(=O)N1CCCC1)c1ccc(OC(F)(F)F)cc1 | 1 | x | 3 | -1 | -3 | -1.3 | 9 | 1 | 1 | 0.2 |
| CCOc1cc(/C=N\NC(=O)C2C(=O)NCC2c2ccccc2)ccc1OC (configuration not stated) | -7 | 0 | 0 | 18 | -1 | 1.9 | 21 | 2 | 1 | -3.4 |
| Cc1cc(C)n(/N=C/c2ccco2)c(=O)c1C#N | -5 | -3 | 9 | -5 | -1 | -0.5 | -7 | 3 | 3 | 0.7 |
| CCn1c(CN2CCOCC2)nnc1SCC(=O)Nc1cccc(C)c1 | -1 | 0 | 2 | 8 | 1 | 1.0 | -15 | -7 | 0 | -1.5 |
| Cc1nc2ccc(S(=O)(=O)NC(C(=O)N3CCCC3)C(C)C)cc2s1 (configuration not stated) | 1 | -1 | -1 | 10 | -1 | 1.1 | -2 | 4 | 1 | -2.0 |
| CCCCNS(=O)(=O)c1ccc(OC)cc1 | -11 | 3 | 1 | 5 | 0 | -0.8 | 5 | -4 | -3 | -1.0 |
| CC(C)(C)Nc1nc(N2CCCC2)nc(N2CCCC2)n1 | 5 | -3 | 1 | -39 | 2 | 0.2 | -30 | 7 | 6 | 6.7 |
| CC(=O)Nc1ccc(S(=O)(=O)n2nc(-c3ccc(C)cc3)nc2N)cc1 | -7 | 5 | 0 | 3 | 0 | 1.7 | -6 | -9 | 1 | -0.6 |
| CC(Nc1nc(-c2ccc(F)cc2)cs1)c1nc2cc(Cl)c(N3CCCCC3)cc2n1CCCO (configuration not stated) | -6 | -2 | 0 | -19 | -5 | -2.6 | 12 | 6 | -5 | 3.4 |
| Cc1cc(C)c(OCC(=O)OCC(=O)N2CCCc3ccccc32)c(C)c1 | -10 | 13 | -2 | 1 | 2 | 1.7 | 24 | -11 | -1 | -0.2 |
| Cc1ccnc2nc(C(=O)Nc3ccc(S(=O)(=O)N4CCCC4)cc3)nn12 | -2 | 7 | 3 | 12 | 2 | 0.6 | -1 | 0 | 0 | -2.3 |
| COc1ccc(C(=O)NC2CCN(S(=O)(=O)c3ccccc3)CC2)cc1 | 8 | x | -2 | 0 | -2 | 1.2 | 11 | -6 | 5 | 0.1 |
| O=C(COc1ccc([N+](=O)[O-])cc1)Nc1cccc2nsnc12 | 8 | -20 | -7 | 10 | 1 | -0.5 | 14 | -5 | -6 | -1.9 |
| Nc1ccn(CC(=O)NCc2ccc3[nH]ccc3c2)c(=O)n1 | -8 | -1 | 0 | 10 | 3 | 1.8 | -21 | 8 | -3 | -1.9 |
| Cn1cnnc1SCC(=O)Nc1ccc2c(c1)CCC2 | 5 | -4 | -5 | 1 | 1 | 0.2 | 14 | -2 | 5 | -0.2 |
| NS(=O)(=O)c1ccc(CCNC(=O)C(=O)C2C(=O)Nc3ccccc32)cc1 (configuration not stated) | -7 | 3 | 0 | 10 | 1 | -0.7 | -8 | 3 | 3 | -1.8 |
| COc1cc(NC(=O)Nc2cccc(Cl)c2)c(OC)cc1NC(=O)CN1CCCCC1 | -6 | -1 | -2 | -26 | -1 | 2.3 | -22 | 0 | 8 | 4.5 |
| CC(C)[C@H](NC(=O)OCc1ccccc1)C(=O)OCC(=O)NC1CCCCC1 | 5 | 2 | -1 | 12 | -1 | 0.8 | -7 | -13 | 1 | -2.0 |
| Cc1nc(C(=O)NNC(=O)c2ccccc2Cl)c(C(F)(F)F)o1 | 2 | 3 | 0 | 14 | -1 | -0.8 | 4 | -7 | -2 | -2.8 |
| O=C1CCC/C(=N/NC(=O)c2cc(NS(=O)(=O)c3cccs3)cc(NS(=O)(=O)c3cccs3)c2)C1 | 3 | 4 | 6 | 11 | -5 | 1.0 | 18 | -3 | 0 | -2.2 |
| C=CCSC1=C(C#N)C(c2ccccc2OCC)C(C#N)C(=O)N1 (configuration not stated) | 1 | -3 | 2 | 9 | -2 | 9.5 | 0 | -4 | 2 | -1.5 |
| CCOC(=O)CCc1c(C)c(C#N)c2nc3ccccc3n2c1-n1ccnc1 | 3 | -5 | 1 | 8 | -5 | -1.7 | -8 | -9 | 2 | -1.5 |

Shown with two lines to a compound: 4 of the compounds above
Values run as follows: cardiac RTF act | CAL PDZ FP | V-ATPase pH | MOR-DOR inv ag | Keap1-Nrf2 PPI | LANA DNA inh | HTR5A inv ag | Cardiac RTF inh | HTR5A ag | OPRM1-OPRD1 ag
Cc1nc2ccc(S(=O)(=O)NC(C(=O)N3CCCC3)C(C)C)cc2s1 (configuration not stated)
 : 1 | -1 | -1 | 10 | -1 | 1.1 | -2 | 4 | 1 | -2.0
CCCCNS(=O)(=O)c1ccc(OC)cc1
 : -11 | 3 | 1 | 5 | 0 | -0.8 | 5 | -4 | -3 | -1.0
CC(C)(C)Nc1nc(N2CCCC2)nc(N2CCCC2)n1
 : 5 | -3 | 1 | -39 | 2 | 0.2 | -30 | 7 | 6 | 6.7
CC(=O)Nc1ccc(S(=O)(=O)n2nc(-c3ccc(C)cc3)nc2N)cc1
 : -7 | 5 | 0 | 3 | 0 | 1.7 | -6 | -9 | 1 | -0.6

The list continues:
| SMILES | cardiac RTF act | CAL PDZ FP | V-ATPase pH | MOR-DOR inv ag | Keap1-Nrf2 PPI | LANA DNA inh | HTR5A inv ag | Cardiac RTF inh | HTR5A ag | OPRM1-OPRD1 ag |
| --- | --- | --- | --- | --- | --- | --- | --- | --- | --- | --- |
| CN1CCN(CCOCCOc2c(Cl)cc(Cl)cc2Cl)CC1 | 7 | x | -2 | 10 | 3 | 11 | -7 | -4 | -5 | -1.9 |
| CCOC(=O)C1CCN(C(=O)c2cc(S(=O)(=O)N3CCCCC3)ccc2C)CC1 | 0 | 28 | -1 | 7 | 0 | 0.9 | -9 | -9 | 1 | -1.3 |
| COc1cc2c(cc1OC)C(C)N(C(=O)Cc1ccc(C(F)(F)F)cc1)CC2 (configuration not stated) | -2 | -6 | 2 | 17 | -3 | -0.2 | -13 | 2 | 4 | -3.9 |
| COc1cccc(-c2cccc(NC(=O)C3CCN(Cc4cnn(C)c4)CC3)c2)c1 | -3 | -6 | 2 | -1 | -7 | -0.1 | 7 | -7 | -3 | 0.1 |
| COC(=O)c1ccccc1-c1ccc(/C=N/NC(N)=O)o1 | 8 | -2 | -3 | 7 | -4 | -1.2 | 7 | 2 | -1 | -1.3 |
| O=C(NCc1ccc2c(c1)OCO2)c1cccc(N2CCCC2=O)c1 | 7 | -3 | 0 | 8 | -7 | 0.1 | -24 | 3 | 3 | -1.3 |
| CC(=O)OC(COc1ccc(F)cc1)Cn1cnc2ccccc21 (configuration not stated) | -4 | -6 | 0 | 13 | -3 | 0.0 | 12 | 9 | -5 | -2.2 |
| O=C(NNC(=O)c1ccccc1F)c1ccc(Cl)c(S(=O)(=O)N2CCOCC2)c1 | -3 | x | 2 | 9 | 0 | -0.4 | 3 | -8 | 7 | -2.4 |
| Cc1ccc(C)c(N2CCN(C(=O)CCc3nc(-c4ccc(F)cc4)no3)CC2)c1 | 0 | -11 | 1 | -3 | 0 | 3.7 | -1 | -5 | 0 | 0.8 |
| COc1ccc(S(=O)(=O)N(CC(=O)N2CCOCC2)c2cc(Cl)ccc2OC)cc1OC | -4 | -2 | 2 | 2 | -2 | 0.4 | -8 | -5 | -2 | -0.4 |
| C=CCOc1cccc(C2/C(=C(\O)c3ccc(F)cc3)C(=O)C(=O)N2CCN(C)C)c1 (configuration not stated) | 1 | -3 | 5 | 14 | -4 | -1.5 | -1 | -9 | 1 | -2.8 |
| O=C(Nc1ccc2c(c1)OCO2)c1c(Cl)nc2sccn12 | -1 | 2 | 1 | 18 | -5 | -1.6 | 17 | 5 | -7 | -3.2 |
| Clc1ss/c(=N\c2ccccn2)c1Cl | 4 | 5 | 0 | 15 | 3 | 0.3 | -3 | -2 | 1 | -3.0 |
| COc1ccc(C2c3c(oc4ccc(Cl)cc4c3=O)C(=O)N2CCN2CCOCC2)cc1 (configuration not stated) | -4 | -6 | 0 | 16 | 0 | 3.7 | -8 | -3 | 3 | -3.2 |
| CCOc1ccc(NC(=O)CSc2ccc3nnc(-c4cccnc4)n3n2)cc1 | -4 | -5 | -2 | 16 | -1 | 1.3 | -8 | 2 | -3 | -4.8 |
| O=C(Cc1ccccc1)Nc1ccc(NC(=O)c2cccc(Cl)c2)cc1 | 0 | 0 | 0 | -25 | -3 | 0.7 | -70 | -24 | 0 | 4.7 |
| C=CCC(=O)OCCCCCCOc1ccc(C(=O)O)cc1 | -2 | -3 | 1 | 15 | -2 | 1.5 | -30 | 4 | -4 | -2.8 |
| Nn1c(SCC(=O)Nc2ccc3c(c2)OCO3)nncc1=O | -2 | -5 | 0 | 4 | -1 | -4.5 | -23 | -6 | 9 | -0.9 |
| COc1cc(C(=O)N2CCN(Cc3ccc4c(c3)OCO4)CC2)c([N+](=O)[O-])cc1OC | -8 | -1 | 0 | 8 | -1 | 1.2 | 7 | -1 | -2 | -1.8 |
| Cc1c(N)cc2c(c1N)C(C)(C)CC2(C)C | -7 | -1 | 3 | -37 | -1 | 0.5 | 1 | 5 | 0 | 7.3 |
| CCCCCCOc1ccc(/C(N)=N/O)cc1 | 8 | 1 | -7 | 0 | -3 | -0.1 | 4 | 3 | 7 | 0.0 |
| CC(C)(C)C1CCc2[nH]c3ccccc3c(=O)c2C1 (configuration not stated) | -2 | -4 | -5 | -4 | -2 | 0.6 | -5 | 7 | 0 | 0.7 |
| CCN1CCCC1CNC(=O)C(=O)Nc1ccc(OC)cc1 (configuration not stated) | 2 | 4 | 1 | 10 | -2 | -1.5 | 7 | -9 | -3 | -1.8 |
| O=C(COc1ccc(-n2cnnn2)cc1)Nc1ccc(F)c(Cl)c1 | 0 | 9 | -3 | 10 | -3 | -0.1 | 10 | -7 | -3 | -2.1 |

Rows were taken by chance. Share with any hit: about 2.8%.
